Source: PubChem BioAssay
NR2F2 inh: blocks human COUP-TFII nuclear receptor; P24468; AID 686940; 370,000 tested, 0.7% active; inhibition, % at 8.6 µM; HEK293T NGFI-A luciferase reporter, luminescence;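 active = inhibition above a per-plate cutoff, mean inhibition of test wells between control levels plus 3 SD, cut at about 38% in these data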;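 also: cells cotransfected with COUP-TFII expression vector driving the NGFI-A reporter; 0% = median of COUP-TF2 test wells and 100% = reporter-only cells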
NCOA3 inh: human NCOA3 inhibition | 360,000 tested, 0.17% active | HEK293 GAL4-SRC3 luciferase reporter, luminescence | AID 588352 | inhibition, % at 3.6 µM;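 active = inhibition above a per-campaign cutoff, the mean of all compounds plus 3 SD, cut at about 60% in these data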;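 also: 0% = DMSO-treated cells and 100% = gossypol-treated cells at 36 µM; higher means less SRC3-driven luciferase light from the GAL4 reporter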
NOD2-RIPK2 inh: blocks binding of human NOD2 to RIPK2; 360,000 tested, 0.38% active; inhibition, % at 4.98 µM; CHO BLA complementation NOD2-RIPK2, CCF4 ratio; O43353; in the data active = inhibition above about 21%;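 also: 0% = vehicle only and 100% = reference blocker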
NR5A2 inv ag: inverse agonists of human LRH-1 (NR5A2). HEK293T StAR-luciferase reporter, LRH-1 transfected, 24 h. O00482. inhibition, % at 3.6 µM. AID 602396. 360,000 tested, 0.13% active;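 active = inhibition above the mean inhibition of all tested compounds plus 3 SD, cut at about 73% in these data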;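 also: 0% = DMSO wells and 100% = reporter-only cells lacking LRH-1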
TLR9-MyD88 block: blocks human TLR9 binding to MyD88; Q9NR96+Q99836; CHO BLA complementation TLR9-MyD88, CCF4 FRET ratio; inhibition, % at 4.98 µM; 340,000 tested, 0.21% active;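 active = inhibition above the mean over all tested compounds plus 3 SD, cut at about 21% in these data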;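 also: 0% = DMSO only wells and 100% = clavulanate BLA inhibitor control wells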
TWEAK Fn14 block: blocks TWEAK-Fn14 interaction in a reporter cell assay | TWEAK-stimulated Fn14 reporter cells, luciferase luminescence, 8 h | inhibition, % at 10 µM | 360,000 tested, 2% active; in the data active = inhibition above about 50%
Exocytosis inh: lytic granule exocytosis inhibition; inhibition, % at 10 µM; TALL-104 LAMP-1 surface exposure, flow cytometry; cells stimulated with thapsigargin and PMA; AID 651702; 360,000 tested, 0.66% active;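 active = inhibition above about 55%, limit read from the data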
NCOA1 inh: human NCOA1 inhibition. Q15788. HEK293 GAL4-SRC1 luciferase reporter, luminescence. inhibition, % at 3.6 µM. 360,000 tested, 0.12% active. AID 588354;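 active = inhibition above the campaign mean plus 3 SD, with each screening campaign given its own cutoff, cut at about 60% in these data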;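 also: 0% = DMSO treated cells and 100% = gossypol at 36 µM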
TROY signal inh: TROY signaling inhibition; AID 1347056; 360,000 tested, 0.98% active; inhibition, % at 10 µM; Q293 LMP1-TROYcd NF-kB luciferase reporter, 4 h;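 active = compounds whose plate-normalised and pattern-corrected inhibition of the luciferase reporter signal at the single screening dose is 50% or more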
SRC2 inh: inhibits human steroid receptor coactivator 2 | 370,000 tested, 0.17% active | Q15596 | inhibition, % at 9 µM | HEK293 GAL4-SRC2 luciferase reporter, luminescence | AID 651957;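 active = inhibition above the mean inhibition of all tested compounds plus 3 SD, set per campaign, cut at about 52% in these data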;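 also: 0% = DMSO treated cells and 100% = cells given Gossypol at 36 µM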
Target sequence (Q15596 whole entry, looked up, the tested form may be a part): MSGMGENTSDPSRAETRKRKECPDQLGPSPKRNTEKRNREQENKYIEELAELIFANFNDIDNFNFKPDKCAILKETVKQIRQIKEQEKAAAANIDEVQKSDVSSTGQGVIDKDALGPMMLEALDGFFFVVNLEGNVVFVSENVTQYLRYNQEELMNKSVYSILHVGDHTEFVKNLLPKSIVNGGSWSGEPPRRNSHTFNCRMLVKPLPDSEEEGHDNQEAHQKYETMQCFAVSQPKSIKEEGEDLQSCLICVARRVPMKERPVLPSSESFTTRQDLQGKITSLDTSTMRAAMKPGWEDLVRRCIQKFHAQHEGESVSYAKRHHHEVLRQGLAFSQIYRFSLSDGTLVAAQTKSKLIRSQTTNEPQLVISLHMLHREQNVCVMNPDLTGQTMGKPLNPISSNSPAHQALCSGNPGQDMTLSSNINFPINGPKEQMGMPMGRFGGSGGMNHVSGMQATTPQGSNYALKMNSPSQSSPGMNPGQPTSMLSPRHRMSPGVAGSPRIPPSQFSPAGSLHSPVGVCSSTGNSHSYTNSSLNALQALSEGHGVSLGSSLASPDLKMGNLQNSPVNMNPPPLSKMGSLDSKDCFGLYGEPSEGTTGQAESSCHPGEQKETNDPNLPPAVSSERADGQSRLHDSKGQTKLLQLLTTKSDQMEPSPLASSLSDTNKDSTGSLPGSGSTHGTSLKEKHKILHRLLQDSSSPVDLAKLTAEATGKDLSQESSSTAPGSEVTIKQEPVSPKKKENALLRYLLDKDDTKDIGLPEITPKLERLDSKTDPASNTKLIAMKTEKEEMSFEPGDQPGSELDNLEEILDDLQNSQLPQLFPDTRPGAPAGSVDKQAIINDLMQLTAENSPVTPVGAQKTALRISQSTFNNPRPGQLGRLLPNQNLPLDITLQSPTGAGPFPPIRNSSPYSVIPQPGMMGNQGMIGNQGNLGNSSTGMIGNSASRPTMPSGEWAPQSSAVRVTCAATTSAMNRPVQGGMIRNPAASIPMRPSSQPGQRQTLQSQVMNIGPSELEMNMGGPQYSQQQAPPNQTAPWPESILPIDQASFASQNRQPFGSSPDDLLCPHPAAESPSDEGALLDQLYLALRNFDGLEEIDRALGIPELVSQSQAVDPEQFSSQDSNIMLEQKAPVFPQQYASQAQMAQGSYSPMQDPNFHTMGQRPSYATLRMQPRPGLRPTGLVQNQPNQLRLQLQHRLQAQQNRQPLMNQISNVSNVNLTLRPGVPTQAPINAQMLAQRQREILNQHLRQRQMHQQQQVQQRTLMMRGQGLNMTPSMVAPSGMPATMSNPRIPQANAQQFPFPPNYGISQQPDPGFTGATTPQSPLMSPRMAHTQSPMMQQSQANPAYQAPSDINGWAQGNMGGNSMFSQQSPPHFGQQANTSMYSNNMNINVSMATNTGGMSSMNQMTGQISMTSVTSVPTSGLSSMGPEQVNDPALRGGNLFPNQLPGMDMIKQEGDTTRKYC
ABHD5 PLIN5 PPI: blocks binding of human ABHD5 to perilipin-5 | Q00G26+Q8WTS1 | Split G. princeps luciferase complementation, luminescence, 4 h | inhibition, % at 4 µM | 360,000 tested, 0.78% active;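 active = inhibition above the mean inhibition across every tested compound plus 3 SD, cut at about 22% in these data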;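 also: 0% = DMSO only wells and the 100% control is not disclosed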
Numbers without * were called inactive; nt = no result given; & = joins results of further samples. These rows are one share of the data; count on the stated rates, not on these rows.

canonical_smiles,NR2F2 inh,NCOA3 inh,NOD2-RIPK2 inh,NR5A2 inv ag,TLR9-MyD88 block,TWEAK Fn14 block,Exocytosis inh,NCOA1 inh,TROY signal inh,SRC2 inh,ABHD5 PLIN5 PPI
NC1=NC2(CCCCC2)n2c(nc3ccccc32)N1,1,-2,8,-16,-5,-12,0,1,-37,-3,-1
CCn1c(C)c(P(c2ccccc2)c2ccccc2)[n+]2ccccc12,-23,26,-11,4,-1,5,0,-9,8,1,6
C=CCN1C(=O)CSC1=Nc1ccc(O)cc1,-9,2,-12,11,3,7,-1,4,-4,-1,4
O=C(Nc1cc(=O)[nH]c2ncnn12)c1ccco1,26,-5,-7,17,8,-16,-2,11,5,14,5
OC(c1ccccn1)c1c[nH]c2ccccc12 (stereo not given),3,-16,10,-8,-2,-4,-1,-19,0,5,6
COCCC(=O)N1CCC(Oc2ccc(C(=O)N3CCCC(COC)C3)cc2)CC1 (stereo not given),-2,-13,-3,10,5,7,0,-5,-8,-6,7
COC(=O)c1ccc(C2SCC(=O)N2Cc2ccccc2)cc1 (stereo not given),nt,6,5,3,-9,-2,-7,-21,8,nt,-5
CCOc1ccc([N+](=O)[O-])c(N)c1,-14,-18,-10,-3,-13,5,-4,-1,-7,-2,-3
CC(C)NC(=S)Nc1ccc2nc3n(c(=O)c2c1)CCCCC3,5,-6,-9,-28,4,-3,5,4,-36,8,10
COc1ccc(-c2nc3ccc([N+](=O)[O-])cc3[nH]2)cc1,-58,-48,-4,-139,-2,42,10,-85,-8,-44,7
C[C@@H]1CN([C@@H](C)CO)C(=O)c2cc(/C=C/c3ccccc3)cnc2O[C@@H]1CN(C)S(=O)(=O)c1ccc(F)cc1,-7,12,-1,-20,-2,9,0,1,-4,-18,5
COc1ccc(NC(=O)CCc2nnc3ccc(NCc4ccc5c(c4)OCO5)nn23)cc1,-15,11,-6,-14,-4,-24,0,-5,4,-8,2
CCCCN(c1ccccc1)S(=O)(=O)c1cccc(C(=O)Nc2c(C)n(C)n(-c3ccccc3)c2=O)c1,16,8,2,23,3,0,2,3,2,13,8
CCOC(=O)CNC(=O)c1ccc2[nH]c3ccccc3c2c1,9,5,12,-16,-3,-23,1,14,-28,0,3
C=CCn1c(SCc2cccnc2)nnc1-c1ccncc1,1,-4,4,11,-9,9,-6,-6,-19,15,2
NS(=O)(=O)c1ccc(CNC(=O)Cc2ccccc2[N+](=O)[O-])cc1,-5,0,5,19,10,3,-4,-37,-1,-29,5
O=S(=O)(c1ccc(Br)cc1F)N1CC[C@H](O)C1,1,-4,3,4,8,10,-4,5,-8,-20,-4
Cc1cccc(C)c1N1CCN(S(=O)(=O)c2ccc(F)cc2)CC1,2,12,-5,10,2,2,-1,3,-4,-2,-7
COC(=O)c1sc2ccccc2c1C(=O)OC,11,4,2,-2,4,7,-4,0,0,-11,1
CC(=O)NNC(=S)NCCc1ccccc1,-14,16,-6,12,9,-2,0,-26,19,-26,-5
CC(C)N(Cc1ccccc1)C(=O)c1ccc2nsnc2c1,4,23,-12,-8,0,22,2,5,-14,18,-3
Cc1nn(-c2ccccc2)c2c1C(=O)NC(=O)C(C)(C)C2,3,24,-2,10,-1,-4,0,-26,7,-14,0
Cc1cccc(OCCSc2nc(N)cc(N)n2)c1,6,-25,-3,-26,4,-8,-4,-39,-37,-35,-4
CC1CCN(c2ccccc2NC(=S)NC(=O)c2ccc(-c3cccc([N+](=O)[O-])c3)o2)CC1,-9,-9,0,-20,2,-6,4,-10,-8,-32,-3
COc1cccc(NC(=O)N(C)C[C@@H]2OCc3cnnn3CCCC(=O)N([C@@H](C)CO)C[C@H]2C)c1,7,1,-19,-3,-1,10,2,-3,1,-11,2

Carrying on.
canonical_smiles,NR2F2 inh,NCOA3 inh,NOD2-RIPK2 inh,NR5A2 inv ag,TLR9-MyD88 block,TWEAK Fn14 block,Exocytosis inh,NCOA1 inh,TROY signal inh,SRC2 inh,ABHD5 PLIN5 PPI
CCOC(=O)Cn1c(=O)c2c(nc3n2CC(C)CN3Cc2ccccc2)n(C)c1=O (stereo not given),22,1,2,-3,5,2,0,-22,-40,8,7
COCCNC(=O)c1ccc(N2CC3CC(C2)c2cccc(=O)n2C3)c(NC(=O)c2c(F)cccc2F)c1 (stereo not given),-16,-15,13,2,12,-26,-3,-15,10,11,4
CCCC(=O)N1CCC1(C)C(=O)NS(=O)(=O)c1ccc(C)cc1 (stereo not given),-9,-3,3,-4,nt,2,-1,10,11,-2,4
CCSc1nc2ccccc2n1Cc1ccccc1F,-5,-23,-4,-5,-10,-23,1,-24,15,-46,-11
Cc1cccc(C(=O)N2CCCC(Nc3ccc(F)c(F)c3)C2)n1 (stereo not given),-8,-24,-11,9,-9,0,0,2,-7,-4,7
COc1ccc(-n2c(O)c(/C=N/n3cnnc3)c3ccccc3c2=O)cc1,1,-5,-4,3,3,-16,1,-2,nt,-6,2
COc1ccccc1N(O)C1CC(=O)N(c2ccc(Br)cc2)C1=O (stereo not given),-1,-14,0,8,-6,-13,1,-18,-21,-2,3
O=C(Nc1ccc(Br)cc1)C1OCCc2ccccc21 (stereo not given),2,-17,8,-37,-2,-34,-1,-13,-39,0,-8
COc1cccc(NC(=O)COC(=O)c2c(F)cccc2Cl)c1,-20,-55,-3,-97,3,-13,0,-48,-61,-57,-8
Cc1ccc(N2C(=O)NC(NS(=O)(=O)c3ccccc3)(C(F)(F)F)C2=O)cc1C (stereo not given),-1,3,-2,7,-2,-8,-1,15,-18,2,-2
O=C(CCCc1ccccc1)Nc1cccnc1Cl,-12,3,-10,-38,-5,-4,0,-3,-15,-2,-1
Cc1ccc(N(Cc2ccccc2)C(=O)c2cccc(S(=O)(=O)N3CCN(C)CC3)c2)cc1,-14,4,-5,3,0,-13,-1,-6,-7,17,14
COc1ccc(N2CC(C(=O)Nc3nnc(C4CCCCC4)s3)CC2=O)cc1 (stereo not given),-10,2,1,-17,-3,42,-6,0,-10,7,0
COc1ccccc1OCc1ccc(C(=O)NC(C)(C)C)o1,9,4,-12,-16,1,0,-4,-4,-19,15,2
COc1ccc(/C=C/C(=O)NC2CCCCCCC2)cc1S(=O)(=O)N1CCOCC1,-13,-38,-3,-68,-6,-7,6,-36,-55,-30,-2
CCCCCCC(=O)Nc1ccc(Br)cn1,10,-18,-10,-25,-3,-20,-2,-35,-58,-54,-3
O=S(=O)(N/N=C\C=C\c1ccccc1)c1ccc(Cl)cc1,7,-3,-1,10,-1,-6,4,-10,-8,-10,-4
C#CCNC(=O)C[C@@H]1C[C@@]2(C(=O)OC)CC(C)(C)CC=C2N(Cc2cccc3ccccc23)C1=O,14,nt,-9,14,nt,nt,2,nt,nt,12,3
Cc1nn(-c2ccccc2)c(C)c1NC(=O)COC(=O)c1cccc(OC(F)F)c1,1,4,-13,9,1,20,-2,-1,-4,0,7
CC(C)C1NC(C(=O)O)Cc2c1[nH]c1ccccc21 (stereo not given),11,-1,-1,12,-9,-4,9,11,21,-11,0
COc1cccc(NC(=O)C2CCN(C(=O)[C@@H]3Cc4ccccc4CN3)CC2)c1,-25,8,-12,-25,-9,-10,-3,-17,-32,-23,2
CC1CN(C(=O)c2ccc(COc3ccc(C(C)C)cc3)o2)CC(C)O1 (stereo not given),4,-38,0,-101,-6,-56,9,-77,-38,-16,-3
CSc1nc2c(c(=O)[nH]c(=O)n2C)n1C/C=C(\C)Cl,-5,16,3,-29,-16,7,1,10,-13,9,4
Nc1ccc(C(=O)O)c(O)c1,0&15&1,-11&-8&-1,-11&0&-11,-13&-5&2,6&-3&7,-13&1&-4,2&-3&4,6&-11&5,-7&10&-12,11&-11&-6,-2&-7&-3
O=C(NCc1ccc2c(c1)OCO2)c1ccc(CSCc2cccc(Cl)c2)o1,-1,1,-8,-25,1,-27,2,-3,7,12,-1

Continued:
canonical_smiles,NR2F2 inh,NCOA3 inh,NOD2-RIPK2 inh,NR5A2 inv ag,TLR9-MyD88 block,TWEAK Fn14 block,Exocytosis inh,NCOA1 inh,TROY signal inh,SRC2 inh,ABHD5 PLIN5 PPI
COc1ccccc1N1CCN(CC(=O)Nc2ccccc2C(=O)NC(C)c2ccccc2)CC1 (stereo not given),22,20,4,4,-3,11,8,-10,7,7,1
CC1CCCN(Cc2c(O)ccc3c(=O)c(-c4ccc(Cl)cc4)coc23)C1 (stereo not given),-3,-11,0,3,2,4,21,-3,-9,-13,-2
CC(C)C[C@H]1CN([C@@H](CC(C)C)CN2CCC[C@@H]2CN2C(=O)C(=O)NC[C@@H]2Cc2ccccc2)C(=O)C(=O)N1CC1CCCCC1,-10,3,-1,0,-3,12,-2,-1,13,-13,7
COC(=O)C1=C(Nc2ccc(C)cc2)C=C(C)C(C(=O)OC)C1c1ccc(F)cc1 (stereo not given),16,15,3,-17,4,16,-2,7,-16,-9,-5
CC(C)N(C(=O)COC(=O)c1ccc([N+](=O)[O-])cc1)c1ccccc1,17,2,-1,-24,0,-8,4,-18,4,-17,-6
COCc1cc(=O)[nH]c(N2CCN(c3ccccc3OC)CC2)n1,0,4,-6,-1,-15,-3,0,12,12,8,4
CCOCCCNC(=O)C1c2ccccc2Oc2ccccc21,15,11,-1,18,7,-4,0,-4,-2,-18,1
COc1ccccc1N1CCN(C(=O)c2sc3ncn(CC(=O)N4CCC(C)CC4)c(=O)c3c2C)CC1,16,11,1,-8,8,1,-3,1,7,14,-2
OCCNCc1cccc(Br)c1,-2,23,-11,-6,5,-28,6,0,-44,9,4
CCOc1ccc2nc(Cl)c(C3CC(c4ccco4)=NN3S(C)(=O)=O)cc2c1 (stereo not given),2,-8,6,-10,-5,-16,-6,-9,57*,-13,0
C/C(CC(=O)Nc1cccc(Cl)c1)=N\NC(=O)Cc1ccc(Cl)cc1,-8,18,-5,8,-4,4,2,-11,-11,-25,5
Cc1ccc(-n2c(NN)nc3ccccc3c2=O)c(C)c1,-1,13,-1,11,9,8,-21,-16,-18,-1,5
CCOC(=O)C1=CN(Cc2cccc(F)c2)S(=O)(=O)NC1c1ccc(Br)cc1F (stereo not given),3,11,-5,-13,-9,16,0,-12,14,-42,-8
CCN(C(=O)Cc1nc(N)n[nH]1)C1(C(=O)Nc2ccccc2)CCCCC1,9,7,-2,2,10,-3,0,-16,13,-8,-6
CC(C)c1ccc(/C=N/NC(=O)c2ccc(-n3cnnn3)cc2)cc1,8,-26,-2,0,1,65*,12,3,26,-11,-1
COC(=O)c1nnn(CC(=O)NC(=O)Nc2ccccc2F)c1C(=O)OC,-1,8,-12,16,-3,-7,-1,-9,17,8,3
Oc1cncc(Cc2ccccc2)c1,6,1,2,1,-7,-8,-3,18,28,0,2
O=C(NCc1cccnc1)c1sc2cc(Cl)ccc2c1Cl,2,-4,1,-6,-1,-18,0,8,-12,-12,4
CSc1ncccc1C(=O)OCC(=O)Nc1ccc2c(c1)CCC2,-7,13,4,2,11,-6,6,8,-47,-59,10
COc1ccc(C(C)(C)C)cc1NC(=S)NCCN1CCOCC1,3,15,5,-27,-10,-8,-4,4,13,4,1
O=C(c1cc2ccccc2oc1=O)N1CCCCCCC1,7,1,3,-10,10,16,-6,6,4,-16,8
